# Source: PubChem BioAssay
# USP2a inh: qHTS Assay for Inhibitors of Ubiquitin-specific Protease USP2a Using CHOP2 as the Reporter. USP2 core, Ub-CHOP2 coupled fluorogenic reporter, 485/531. AID 463254, 2010. Ubiquitin carboxyl-terminal hydrolase 2 (Homo sapiens), O75604. Potency, µM (doses to about 38.3 µM), inactives show top-dose activity change, negative = inhibition, hits mostly inhibitors. 330,000 tested, 0.01% active;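 note: potency is the fitted concentration of half-maximal effect; plate controls were DMSO wells for no effect and full inhibition by NEM control for full effect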
#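 Cell-free coupled assay: 10nM USP2 core preincubated 30min RT with compound in Tris-HCl pH 8.0/CaCl2/CHAPS buffer, then 25nM Ub-CHOP2 and 25nM reporter substrate; fluorescence (Ex 485/Em 531) read after 60min RT, normalized to NEM inhibition, concentration-response curves fitted.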
# TRPV1 ag: HTS Assay for Compounds that Act as Agonists of the Vanilloid Receptor 1 | Transient receptor potential cation channel subfamily V member 1 (Homo sapiens), Q8NER1 | TRPV1-expressing cells, Fluo-8 calcium influx, agonist mode | activation, % at 8.33 µM | 320,000 tested, 0.19% active | AID 540275, 2011; in the data active = activation above about 80%; inconclusive = between about 30% and that limit; note: 0% is about no effect
#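 TRPV1-expressing cells were cultured overnight at 35.5C and loaded with Fluo-8 calcium dye for 40 to 90 min at room temperature. After a 10 s baseline, compound was added and calcium influx was read kinetically for 3 min (ex 480/em 520 nm).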
# ELG1 genotox: qHTS screen for small molecules that induce genotoxicity in human embryonic kidney (HEK293T) cells expressing luciferase-tagged ELG1 | HEK293T ELG1-luciferase reporter, luminescence, 16 h | Potency, µM (titrated, usually from 46 µM), for inactives: at the top dose activity change, positive = activation, actives largely listed as activators | 330,000 tested, 1.3% active | AID 504466, 2011; note: potency is the fitted concentration of half-maximal effect; % of control where 0% means no effect; nearly all actives have a fitted effect of over 60% in size
#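 Step 1: seed 2,000 HEK293T ELG1-luciferase cells per well. Step 2: add compound or DMSO, incubate 16 hr at 37 °C. Step 3: ONE-Glo, 30 min at room temperature, read luminescence.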
# PTAP TSG101 blk: qHTS Assay for Iinhibitors of HIV-1 Budding by Blocking the Interaction of PTAP/TSG101 | Fluorescence polarization, FITC-PTAP peptide / Tsg101 binding | Potency, µM (top dose mostly 115 µM), inactives show at the top dose activity change, negative = inhibition, hits mostly inhibitors | AID 493005, 2010 | 340,000 tested, under 10 active; active = well fitted inhibition curve with a large enough effect in the main read-out, with a control signal flat, not every such curve was filed as active; inconclusive = small, poorly fitted or top-dose-only effect, or effect the other way, or a change in a side signal; inactive = no such curve, though single readings can be large or run the other way; note: potency is the fitted concentration of half-maximal effect; % of control where 0% means no effect
#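 Fluorescence anisotropy tracks displacement of a FITC-tagged PTAP peptide (50 nM) from the Tsg101 binding domain (10 uM), following a 20 min room-temperature incubation at pH 7.5.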
# Eya2 inh: qHTS Assay for Inhibitors of the Phosphatase Activity of Eya2; Protein phosphatase EYA2 (Homo sapiens), O00167; recombinant Eya2, OMFP fluorescence dephosphorylation (OMFP is methylfluorescein phosphate); Potency, µM (titrated, usually from 76.9 µM), for the others: top-dose activity, negative = inhibition, actives largely listed as inhibitors; 330,000 tested, 0.006% active; note: potency is the fitted concentration of half-maximal effect; % is set by controls: 0 for no effect and ±100 for the full control effect
#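 Eya2 (0.2 uM) preincubated 10 min at ambient with compound, then OMFP substrate added at 50 uM; 10 min reaction in 50 mM HEPES pH 7.5, 50 mM NaCl, 5 uM MgCl2, 0.05% BSA, 1 mM DTT. Fluorescence read at Ex 485/Em 525 nm.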
# ASM inhibitor: Inhibitors of Secretory Acid Sphingomyelinase (S-ASM): qHTS | Sphingomyelin phosphodiesterase (Homo sapiens), P17405 | placental ASM, HMU-PC fluorogenic substrate, 60 min | Potency, µM (titrated, usually from 57.5 µM), without a hit: at the top dose activity change, negative = inhibition, usual class: inhibitors | 340,000 tested, 0.006% active | AID 504937, 2011; note: potency is the fitted concentration of half-maximal effect
# Target sequence (P17405 47-631 limits assumed): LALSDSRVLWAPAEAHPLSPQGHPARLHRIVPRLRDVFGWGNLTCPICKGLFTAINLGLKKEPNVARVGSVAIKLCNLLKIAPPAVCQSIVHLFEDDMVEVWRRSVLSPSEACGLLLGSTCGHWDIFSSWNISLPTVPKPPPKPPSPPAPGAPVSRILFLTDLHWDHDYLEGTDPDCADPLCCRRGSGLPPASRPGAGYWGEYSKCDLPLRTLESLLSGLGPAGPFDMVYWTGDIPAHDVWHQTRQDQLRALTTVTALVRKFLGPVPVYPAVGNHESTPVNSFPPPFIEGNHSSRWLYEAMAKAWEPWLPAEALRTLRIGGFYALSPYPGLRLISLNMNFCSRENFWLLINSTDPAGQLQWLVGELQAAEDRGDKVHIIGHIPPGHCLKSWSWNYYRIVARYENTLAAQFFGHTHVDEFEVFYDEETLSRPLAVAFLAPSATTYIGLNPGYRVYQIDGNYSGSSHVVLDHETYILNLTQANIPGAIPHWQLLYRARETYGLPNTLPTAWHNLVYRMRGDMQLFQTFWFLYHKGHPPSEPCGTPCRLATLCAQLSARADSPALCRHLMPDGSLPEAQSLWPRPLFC
#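 Steps: dispense placental human ASM, pin compound, wait 10 min at room temperature, add HMU-PC0 substrate at 9 uM final, incubate 60 min at 37 °C, add stop solution raising pH to 10, read fluorescence.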
# uPA generation: qHTS for Inhibitors of Cell Surface uPA Generation | cell surface uPA generation assay, qHTS | Potency, µM (doses to about 38.3 µM), for the others: at the top dose activity change, negative = inhibition, hits mostly inhibitors | 330,000 tested, 0.31% active | AID 540303, 2011; active = well fitted inhibition curve with a large enough effect; inconclusive = small, poorly fitted or top-dose-only effect; inactive = no such curve, though single readings can be large or run the other way; tested in mouse RAW 264.7 cells; note: potency is the fitted concentration of half-maximal effect; % is set by controls: 0 for no effect and ±100 for the full control effect; nearly all actives have a fitted effect of over 55% in size
# BRCA1 expr up: qHTS Assay to Identify Small Molecule Activators of BRCA1 Expression. MCF7-BRCA1-FFLuc reporter, luminescence, 48 h; response scale: scaled: vehicle 0%, 10 µM genistein 100%. Potency, µM (series often up to 46.1 µM), for the others: at the top dose activation, hits mostly activators. 380,000 tested, 1.1% active; note: potency is the fitted concentration of half-maximal effect; nearly all actives have a fitted effect of over 80% in size; some results filed as inactive show a strong effect at the top dose
#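 Activators of BRCA1 expression were detected as increased firefly luciferase luminescence in engineered MCF7 cells after 48 h compound incubation. Signals were scaled to genistein 10 microM as full activation.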
# B2AR arrestin: qHTS assay of beta-arrestin-biased ligands of beta2-adrenergic receptor. 330,000 tested, 0.02% active. Beta-2 adrenergic receptor (Homo sapiens), P07550. beta-arrestin recruitment to beta2AR, cell-based reporter. Potency, µM (series often up to 46.1 µM), inactives show top-dose activation, actives largely listed as activators;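 note: potency is the fitted concentration of half-maximal effect; 0% = DMSO controls and full agonism = EC100 isoproterenol or metaproterenol; nearly all actives have a fitted effect of over 65% in size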
# Target sequence (P07550 whole entry, looked up): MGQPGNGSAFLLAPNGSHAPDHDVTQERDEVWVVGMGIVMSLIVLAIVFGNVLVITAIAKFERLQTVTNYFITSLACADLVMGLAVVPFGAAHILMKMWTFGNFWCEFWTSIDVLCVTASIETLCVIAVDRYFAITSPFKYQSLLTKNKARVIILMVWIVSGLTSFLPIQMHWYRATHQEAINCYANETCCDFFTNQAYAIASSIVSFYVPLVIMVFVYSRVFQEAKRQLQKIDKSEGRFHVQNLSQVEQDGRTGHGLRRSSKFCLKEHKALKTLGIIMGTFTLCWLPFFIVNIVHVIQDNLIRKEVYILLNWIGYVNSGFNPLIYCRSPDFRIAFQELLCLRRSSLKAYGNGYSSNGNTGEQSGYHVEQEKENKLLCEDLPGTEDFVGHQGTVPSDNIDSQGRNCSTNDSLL
# Integrin act MD: qHTS for Activators of Integrin-Mediated Alleviation for Muscular Dystrophy | Potency, µM (doses to about 38.3 µM), for the others: top-dose activation, actives largely listed as activators | AID 624291, 2012 | 350,000 tested, 0.064% active | alpha7betagal myoblasts, beta-gal FDG fluorescence, 48 h;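 note: potency is the fitted concentration of half-maximal effect; 100% = response of the positive control SU9516; nearly all actives have a fitted effect of over 60% in size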
#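 Alpha7betagal+/- myoblasts (passage 13) were plated 16-24 hr, then exposed to compounds (1:260 dilution of DMSO stock) for 48 hours at 37C. After MPER lysis, β-galactosidase reporter activity was read as FDG fluorescence (ex 480/em 540) after 30 minutes.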
# p53 reactivation: qHTS assay for re-activators of p53 using a Luc reporter. AID 504706, 2011. H1299 p53-A138V BP100-luciferase reporter, luminescence, 24 h. Potency, µM (doses to about 92.2 µM), for the others: top-dose activity change, positive = activation, most hits filed as activators. 320,000 tested, 0.063% active; note: potency is the fitted concentration of half-maximal effect; % of control where 0% means no effect; nearly all actives have a fitted effect of over 45% in size
#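 p53-null H1299 cells stably carrying temperature-sensitive p53-A138V and a BP100-luciferase reporter were pinned with compounds (4-point, 1:5 series) and held 24 hrs at 37 deg C. Luminescence was read 10 min after detection reagent.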
# * hit, by the source's call; ? = inconclusive; . = no result given; [ ] = dose if it differs, or a comment. Unless noted, calls come from the whole dose curve; as a rule, active = well fitted curve in the direction sought with a large enough effect; inconclusive = small, poorly fitted or top-dose-only effect, or another doubt; inactive = no such curve, though single readings can be large; an effect the other way counts as inactive or inconclusive.
[1] COc1ccc(OCc2nc3ccccc3[nH]2)cc1
[2] COc1ccc(Cl)cc1S(=O)(=O)NC(C)C(=O)NCc1cccnc1 (configuration not stated)
[3] Oc1ccc(CN2CCN(c3ccccc3)CC2)c2cccnc12
[4] Cc1ccc(S(=O)(=O)N2CCCCC2CCNC(=O)C(=O)NCC2CCCO2)cc1 (configuration not stated)
[5] Cc1ccccc1NC(=O)c1cc2ccccc2o1
[6] O=c1cc2c(nn1Cc1ccc(Cl)cc1)-c1ccccc1CC2
[7] COc1ccc(CC(=O)c2cc(OC)c(OC)cc2CC(=O)O)cc1OC
[8] CCOC(=O)C1(CCCc2ccccc2)CCN(C(=O)c2cc(C)nn2CC)CC1

entry no.	1	2	3	4	5	6	7	8
Eya2 inh	-18%	-5%	-20%	30%	-10%	0%	9%	-6%
TRPV1 ag	?	-1	-4	-3	?	?	-4	?
B2AR arrestin	-0.2%	-0.1%	0.2%	-0.4%	-0.6%	-0.2%	-0.4%	-0.8%
uPA generation	?	3%	-9%	-5%	-9%	-1%	-2%	-9%
p53 reactivation	?	0%	-4%	-6%	.	-8%	-9%	1%
ELG1 genotox	1.8µM*	-2%	3%	3%	7.3µM*	3%	-2%	0%
USP2a inh	0%	0%	-3%	2%	1%	-3%	-1%	2%
PTAP TSG101 blk	-9%	-1%	-7%	0%	-1%	-3%	-5%	-5%
BRCA1 expr up	?	-7%	-74%	-29%	?	0%	-5%	-18%
Integrin act MD	5%	44%	-49%[inhibitor]	-1%	20%	-2%	24%	?
ASM inhibitor	1%	0%	3%	2%	-3%	-9%	-1%	4%

[9] O=[N+]([O-])C1=C(Nc2cccc3ccccc23)CS(=O)(=O)C1
[10] CN(C)c1oc(-c2ccccc2)nc1C#N
[11] O=S(=O)(c1ccc(Cl)cc1)c1nc(-c2ccccc2F)oc1NCCCN1CCOCC1
[12] O=C1OCCC1Sc1nc2ccccc2s1 (configuration not stated)
[13] COCCOc1ccc(C(F)(F)F)cc1NC(=O)c1ccccc1
[14] Cc1ccc(-n2cc(C(=O)c3cc(Cl)ccc3O)cc(C#N)c2=O)cc1
[15] COc1cc([N+](=O)[O-])ccc1NC(=O)CSc1nncn1-c1cccnc1
[16] CCOC(=O)N1CCN(c2c(NCCCN(CC)CC)c(=O)c2=O)CC1

entry no.	9	10	11	12	13	14	15	16
Eya2 inh	6%	-26%	6%	-25%	12%	-11%	-6%	4%
TRPV1 ag	-6	18	18	-1	17	15	0	-6
B2AR arrestin	-0.1%	-0.6%	-0.5%	-0.2%	0.1%	3.8%	-0.2%	0.1%
uPA generation	.	.	2%	1%	-6%	-2%	.	3%
p53 reactivation	9%	-4%	18%	1%	-5%	13%	-4%	1%
ELG1 genotox	5%	3%	-12%	1%	0%	3%	0%	1%
USP2a inh	2%	1%	0%	2%	5%	-11%	4%	2%
PTAP TSG101 blk	-2%	-3%	-2%	-2%	-9%	4%	-1%	-3%
BRCA1 expr up	7%	-21%	-25%	-14%	-7%	-52%	2%	0%
Integrin act MD	-26%	19%[7.66 µM]	0%	-33%	14%	-8%	-133%[inhibitor]	-4%
ASM inhibitor	-3%	6%	-2%	0%	-1%	-6%	-3%	6%

# Numbers 4–6, quoted:
[4] Cc1ccc(S(=O)(=O)N2CCCCC2CCNC(=O)C(=O)NCC2CCCO2)cc1 (configuration not stated)
[5] Cc1ccccc1NC(=O)c1cc2ccccc2o1
[6] O=c1cc2c(nn1Cc1ccc(Cl)cc1)-c1ccccc1CC2

entry no.	4	5	6
Eya2 inh	30%	-10%	0%
TRPV1 ag	-3	?	?
B2AR arrestin	-0.4%	-0.6%	-0.2%
uPA generation	-5%	-9%	-1%
p53 reactivation	-6%	.	-8%
ELG1 genotox	3%	7.3µM*	3%
USP2a inh	2%	1%	-3%
PTAP TSG101 blk	0%	-1%	-3%
BRCA1 expr up	-29%	?	0%
Integrin act MD	-1%	20%	-2%
ASM inhibitor	2%	-3%	-9%

# The listing continues:
[17] COC(=O)c1oc2ccc(Br)cc2c1NC(=O)CCN1CCOCC1
[18] Cc1ccccc1-c1noc(-c2ccccc2C(=O)NCC2CCCO2)n1 (configuration not stated)
[19] Cc1ccc(/C=C2/SC(=O)NC2=S)o1
[20] COCCn1c(SCC(=O)N2CCN(c3ccccc3)CC2)nc2c(c1=O)SC(C)C2 (configuration not stated)
[21] CC(C)(C)NC(=O)C[n+]1ccc(C(N)=O)cc1
[22] COc1ccc2c(c1)C(=O)[C@@H](OC(=O)NCc1ccc3c(c1)OCO3)[C@H](c1ccc(OC)c(Br)c1)O2
[23] CCCCNC(=O)c1cc2n(n1)C(C(F)(F)F)CC(c1ccccc1)N2 (configuration not stated)
[24] O=C1CCC(C(=O)N(CCO)Cc2ccccc2)CN1CC1CCCCC1 (configuration not stated)

entry no.	17	18	19	20	21	22	23	24
Eya2 inh	-2%	-26%	-4%	1%	4%	2%	-1%	11%
TRPV1 ag	0	18	1	0	-1	1	4	4
B2AR arrestin	-1.1%	-0.6%	0.0%	0.0%	-0.1%	5.4%	-0.2%	0.6%
uPA generation	0%	-4%	-1%	18%	4%	.	.	5%
p53 reactivation	-4%	-1%	-4%	-3%	1%	8%	-3%	14%
ELG1 genotox	-5%	-8%	0%	-1%	3%	-1%	-8%	-1%
USP2a inh	1%	3%	20%	-1%	1%	-2%	0%	3%
PTAP TSG101 blk	2%	0%	-18%	-2%	-3%	.	-6%	.
BRCA1 expr up	-4%	-11%	5%	-9%	-1%	.	-4%	-7%
Integrin act MD	23%	0%	28%	17%	-3%	.	-9%[7.66 µM]	-6%
ASM inhibitor	1%	2%	-1%	2%	-3%	.	0%	-2%

[25] CN(C(=O)COC(=O)c1ccccc1C(=O)c1ccccc1)c1ccccc1
[26] Cc1cc2ccccc2n1CCNC(=O)C1CCCCC1
[27] CC(C)c1nc(C(=O)N2CCc3c([nH]c4ccccc34)C2c2ccccn2)cs1 (configuration not stated)
[28] Cc1cccc(C)c1NC(=O)COC(=O)c1cc(=O)[nH]c2ccccc12
[29] CCOC(=O)N1CCC(NC(=O)c2cc(C(=O)NCC(OC)OC)ccc2CO)CC1
[30] CCOc1ccc(OCC(=O)OCc2csc(CC(=O)Nc3ccccc3C)n2)cc1
[31] C=CCN1C(=O)CSc2ccc(C(=O)OCC)cc21
[32] O=S(=O)(NNC(=S)Nc1ccc(S(=O)(=O)Nc2ncccn2)cc1)c1ccc(Br)cc1
[33] Cc1ccc(-c2cc(-c3ccccc3)[nH]c(=S)c2C#N)cc1
[34] Cc1c(C)c2cc(Cl)c(OC(C)C(=O)NCCN3CCOCC3)cc2oc1=O (configuration not stated)
[35] CC1(C)NC(=O)N(CCOCCOc2ccc3ccccc3c2Br)C1=O

entry no.	25	26	27	28	29	30	31	32	33	34	35
Eya2 inh	-31%	1%	2%	5%	-2%	-16%	-25%	7%	-9%	-2%	-1%
TRPV1 ag	.	?	-5	-2	-2	0	9	2	2	3	18
B2AR arrestin	-0.4%	-0.2%	-0.2%	-1.1%	-0.2%	0.2%	-0.8%	0.1%	-0.4%	0.2%	0.3%
uPA generation	0%	2%	2%	-4%	-1%	-2%	.	-4%	2%	-1%	.
p53 reactivation	-7%	4%	0%	15%	0%	5%	-8%	19%	5%	11%	16%
ELG1 genotox	-1%	23µM*	-2%	2%	-6%	3%	2%	6%	-2%	10%	?
USP2a inh	6%	0%	-5%	-1%	-1%	-1%	-1%	3%	-1%	4%	-7%
PTAP TSG101 blk	1%	-4%	-1%	3%	-6%	-5%	1%	-2%	0%	-3%	-3%
BRCA1 expr up	-40%	17%	-8%	-3%	-2%	-3%	0%	-2%	-4%	1%	39%
Integrin act MD	19%	16%	-6%	?	-40%	-2%	-7%	-13%	0%	-5%	-18%
ASM inhibitor	1%	-3%	-8%	19%	0%	-1%	0%	-3%	12%	12%	-2%
